TcdB inh: inhibitors of Clostridioides difficile toxin B glycohydrolase | P18177 | 350,000 compounds, 0.24% hits | inhibition, % at 9.99 µM | TcdB glycohydrolase enzymatic assay, plate reader | AID 652162; in the data active = inhibition above about 10%
The depositor's hits bear a star. Not all compounds are listed; rates above refer to the full screens.

C[C@@H]1CN([C@H](C)CO)C(=O)c2cc(NC(=O)Cc3ccccc3)ccc2O[C@@H](C)CCCCO[C@@H]1CN(C)C(=O)NC1CCCCC1
  TcdB inh: -0.1
C[C@H]1CN([C@@H](C)CO)C(=O)Cc2cc(NC(=O)Nc3ccc(F)cc3)ccc2O[C@H]1CN(C)C(=O)NC1CCCCC1
  TcdB inh: -1.0
C[C@H]1CN([C@@H](C)CO)C(=O)c2cccc(NC(=O)C3CCCCC3)c2O[C@H]1CN(C)S(=O)(=O)c1ccccc1
  TcdB inh: -2.2
O=C(NCC[C@@H]1CC[C@@H](NS(=O)(=O)c2cccc(F)c2)[C@@H](CO)O1)C1CCC1
  TcdB inh: -1.2
C[C@@H]1CN([C@H](C)CO)S(=O)(=O)c2ccc(-c3ccc(C#N)cc3)cc2O[C@@H]1CN(C)Cc1cccc(F)c1
  TcdB inh: 0.8
O=C(C[C@@H]1C[C@H]2c3cc(NC(=O)C4CCC4)ccc3O[C@H]2[C@H](CO)O1)NCc1ccccc1
  TcdB inh: -1.1
CCNC(=O)[C@@H]1[C@@H](CO)[C@@H]2Cn3c(ccc(-c4cccnc4)c3=O)[C@@H]2N1Cc1ccc2c(c1)OCO2
  TcdB inh: 0.6
O=C(C1CCOCC1)N1CC(=O)N2[C@H](C1)[C@H](c1ccc(C#Cc3cccc(F)c3)cc1)[C@@H]2CO
  TcdB inh: 0.1
C[C@@H]1CCCCO[C@H](CN(C)Cc2ccncc2)[C@H](C)CN([C@@H](C)CO)C(=O)c2cc(NC(=O)NC3CCCCC3)ccc2O1
  TcdB inh: 0.4
COc1ccc2c3c(n(C)c2c1)[C@@H](CO)N(C(=O)Nc1ccccc1F)CC31CN(C(=O)c2ccccc2)C1
  TcdB inh: 0.5

Cc1ccc(-c2ccc([C@H]3[C@@H](CO)N4CCCCN(C(=O)Nc5ccccc5)C[C@H]34)cc2)cc1
  TcdB inh: -0.3
COc1ccc(S(=O)(=O)N(C)C[C@@H]2Oc3ccc(NS(C)(=O)=O)cc3C(=O)N([C@@H](C)CO)C[C@@H]2C)cc1
  TcdB inh: 0.9
C[C@@H]1CN([C@H](C)CO)C(=O)c2cc(C#CCc3ccccc3)cnc2O[C@H]1CN(C)Cc1cccnc1
  TcdB inh: 0.1
C/C=C/c1ccc2c(c1)O[C@H](CN(C)S(=O)(=O)c1ccc(F)cc1)[C@H](C)CN([C@H](C)CO)S2(=O)=O
  TcdB inh: -0.5
CNC[C@@H]1Oc2ccc(NC(=O)NC3CCCCC3)cc2CC(=O)N([C@@H](C)CO)C[C@@H]1C
  TcdB inh: -1.1
C[C@@H](O)C#Cc1cnc2c(c1)C(=O)N([C@@H](C)CO)C[C@H](C)[C@@H](CN(C)C(=O)CN(C)C)O2
  TcdB inh: 1.2
CO[C@H]1CN(C)C(=O)c2cc(NS(=O)(=O)c3ccccc3)ccc2OC[C@@H](C)N(Cc2nccs2)C[C@@H]1C
  TcdB inh: -0.1
O=S(=O)(N[C@@H]1CCCN(Cc2ccc(OCCO)cc2)C1)c1cccc2cccnc12
  TcdB inh: -2.6
O=C(C[C@H]1CC[C@@H]2[C@H](COC[C@@H](O)CN2C(=O)Nc2cccc(Cl)c2)O1)NCC1CCCCC1
  TcdB inh: 0.2
COc1ccc(C#Cc2ccc([C@H]3[C@H](CO)N4C(=O)CN(C(=O)C5CCOCC5)C[C@@H]34)cc2)cc1
  TcdB inh: 0.8

CO[C@H]1CN(C)C(=O)c2cc(NC(=O)C3CCCC3)ccc2OC[C@H](C)N(C(=O)CC2CC2)C[C@H]1C
  TcdB inh: -0.1
COc1ccc(CN(C)C[C@@H]2OCCCC[C@H](C)Oc3ccc(NC(=O)Nc4ccc(OC)cc4)cc3C(=O)N([C@H](C)CO)C[C@@H]2C)cc1
  TcdB inh: -0.4
O=C1CN(Cc2ccccc2)C[C@H]2[C@@H](c3ccc(-c4ccccc4)cc3)[C@@H](CO)N12
  TcdB inh: -0.4
COc1ccc2c3c([nH]c2c1)[C@H](CO)N(Cc1ccccc1F)CC31CN(S(C)(=O)=O)C1
  TcdB inh: -0.2
O=C([C@@H]1[C@@H](CO)[C@@H]2Cn3c(cccc3=O)[C@@H]2N1CC1CCCC1)N1CCCCC1
  TcdB inh: -0.3
CNC(=O)C[C@H]1CC[C@@H]2[C@H](COC[C@@H](O)CN2C(=O)Nc2ccc(Cl)c(Cl)c2)O1
  TcdB inh: -0.7
C=CCN1Cc2ccccc2[C@H]2OC(c3ccc(OCCCO)cc3)=N[C@@]2(CCC(=O)OC(C)(C)C)C1=O
  TcdB inh: -1.5
C[C@H]1CCCCO[C@@H](CN(C)CC2CCCCC2)[C@@H](C)CN([C@@H](C)CO)C(=O)c2cc(NS(=O)(=O)c3ccccc3)ccc2O1
  TcdB inh: -0.3
CCCC(=O)Nc1ccc2c(c1)OC[C@@H](C)N(CC1CCCC1)C[C@H](C)[C@@H](OC)CN(C)C2=O
  TcdB inh: 0.4
COCC#Cc1ccc([C@H]2[C@@H](CO)N3CCCCN(S(=O)(=O)c4ccc(OC)cc4)C[C@@H]23)cc1
  TcdB inh: -1.0

CO[C@@H]1CN(C)C(=O)c2ccc(NC(=O)C3CCC3)cc2OC[C@@H](C)N(Cc2cccnc2)C[C@@H]1C
  TcdB inh: 0.1
Cc1ccccc1-c1ccc([C@H]2[C@H]3CN(S(C)(=O)=O)CC(=O)N3[C@H]2CO)cc1
  TcdB inh: -0.2
O=C(C[C@@H]1CC[C@@H]2[C@H](COC[C@@H](O)CN2S(=O)(=O)c2ccccc2)O1)NCc1ccc(-c2ccccc2)cc1
  TcdB inh: -0.6
CCCNC(=O)C[C@H]1CC[C@H]2[C@@H](COC[C@@H](O)CN2C(=O)Nc2ccc3c(c2)OCO3)O1
  TcdB inh: -1.5
O=C(N[C@H]1C=C[C@@H](CC(=O)N2CCC(Cc3ccccc3)CC2)O[C@@H]1CO)c1cnccn1
  TcdB inh: 0.2
Cc1noc(C)c1NC(=O)Nc1ccc2c(c1)CC(=O)N([C@H](C)CO)C[C@H](C)[C@@H](CN(C)C(=O)NC1CCCCC1)O2
  TcdB inh: 2.8
C[C@@H]1CN([C@H](C)CO)C(=O)Cc2cc(NC(=O)NC3CCCCC3)ccc2O[C@@H]1CN(C)CC1CC1
  TcdB inh: 0.1
C[C@@H]1CCCCO[C@@H](CN(C)C(=O)Nc2ccc(F)cc2)[C@@H](C)CN([C@H](C)CO)C(=O)c2cc(NS(C)(=O)=O)ccc2O1
  TcdB inh: -0.5
COc1ccc(-c2ccccc2[C@H]2[C@@H](CO)N(C(=O)NC3CCCCC3)[C@H]2C#N)cc1
  TcdB inh: -0.8
C[C@H]1CN([C@@H](C)CO)C(=O)c2cccc(NC(=O)Nc3cccc4ccccc34)c2O[C@H]1CN(C)Cc1ccncc1
  TcdB inh: -0.6

C[C@H]1CN([C@@H](C)CO)S(=O)(=O)c2ccc(-c3ccccc3)cc2O[C@H]1CN(C)Cc1ccccc1C(=O)O
  TcdB inh: 0.3
C[C@H](CO)N1C[C@H](C)[C@H](CN(C)Cc2ccc(C(=O)O)cc2)Oc2c(NC(=O)NC3CCCCC3)cccc2C1=O
  TcdB inh: 0.0
C[C@@H]1CN([C@H](C)CO)C(=O)c2cc(-c3ccccc3F)cnc2O[C@H]1CN(C)Cc1ccccc1F
  TcdB inh: -1.0
COc1ccc(NC(=O)N(C)C[C@H]2OCCCC[C@@H](C)Oc3ccc(NC(=O)Nc4ccc(F)cc4)cc3C(=O)N([C@H](C)CO)C[C@H]2C)cc1
  TcdB inh: 0.3
COc1ccc2c3c(n(C)c2c1)[C@H](CO)N(CC1CCCC1)CC31CN(C(C)=O)C1
  TcdB inh: -1.1
C[C@H](CO)N1C[C@H](C)[C@H](CN(C)Cc2ccc3c(c2)OCO3)Oc2ccc(NC(=O)Cc3cn(C)c4ccccc34)cc2CC1=O
  TcdB inh: 0.3
CO[C@H](C(=O)N(C)C[C@@H]1OCc2ccccc2-c2c(n(C)c3ccccc23)C(=O)N([C@@H](C)CO)C[C@H]1C)c1ccccc1
  TcdB inh: 0.4
O=C(C[C@H]1C[C@@H]2c3cc(NC(=O)Nc4ccc(C(F)(F)F)cc4)ccc3O[C@@H]2[C@@H](CO)O1)NCc1ccc2c(c1)OCO2
  TcdB inh: -0.4
COc1cccc(-c2cnc3c(c2)C(=O)N([C@H](C)CO)C[C@H](C)[C@H](CN(C)Cc2cccnc2)O3)c1
  TcdB inh: -0.1
COC(=O)C[C@@H]1C[C@H]2c3cc(NC(=O)CC4CC4)ccc3O[C@H]2[C@H](CO)O1
  TcdB inh: 1.1

C[C@H]1CN([C@@H](C)CO)C(=O)c2cc(-c3ccccc3)cnc2O[C@H]1CN(C)C(=O)c1ccccn1
  TcdB inh: 0.2
C[C@H](CO)N1C[C@H](C)[C@@H](CN(C)C(=O)Nc2ccc(F)cc2)Oc2ccc(NC(=O)Cc3ccccc3)cc2C1=O
  TcdB inh: -0.2
CCC(=O)Nc1ccc2c(c1)C(=O)N(C)[C@H]1CC[C@@H](CC(=O)NCC3CC3)O[C@H]1CO2
  TcdB inh: 0.9
CO[C@@H]1CN(C)C(=O)c2cc(NC(=O)C3CCCCC3)ccc2OC[C@@H](C)N(C(=O)c2ccccc2)C[C@H]1C
  TcdB inh: -6.3
Cc1ccc(S(=O)(=O)Nc2ccc3c(c2)C(=O)N([C@@H](C)CO)C[C@H](C)[C@H](CN(C)C(=O)Cc2ccccc2)OCCCC[C@H](C)O3)cc1
  TcdB inh: 0.4
CC=Cc1ccc2n(c1=O)C[C@H]1[C@H](CO)[C@@H](C(=O)NCC)[C@@H]2N1Cc1nccs1 (mixture of isomers)
  TcdB inh: 0.0
C[C@@H]1CN([C@@H](C)CO)C(=O)c2cc(NC(=O)Nc3cccc4ccccc34)ccc2O[C@H]1CN(C)S(=O)(=O)c1ccc(F)cc1
  TcdB inh: -0.9
COc1ccc(NC(=O)N(C)C[C@@H]2Oc3c(NC(=O)Nc4ccccc4)cccc3C(=O)N([C@@H](C)CO)C[C@H]2C)cc1
  TcdB inh: 0.5
C[C@H]1CN([C@@H](C)CO)S(=O)(=O)c2ccc(C3=CCCCC3)cc2O[C@@H]1CN(C)C(=O)Cc1cccnc1
  TcdB inh: -0.3
O=C(C[C@@H]1CC[C@H]2[C@@H](COC[C@@H](O)CN2C(=O)c2ccc3c(c2)OCO3)O1)NC1Cc2ccccc2C1
  TcdB inh: 0.8

O=C(Nc1cccc(F)c1)N1C[C@@H]2[C@H](c3ccccc31)[C@H](CO)N2C(=O)c1cccnc1
  TcdB inh: 0.6
CC(C)NC(=O)N1CCCCN2[C@H](CO)[C@@H](c3ccc(C#Cc4ccccc4)cc3)[C@H]2C1
  TcdB inh: 1.4
C[C@@H](NC(=O)C[C@@H]1C[C@H]2c3cc(NC(=O)C4CCC4)ccc3O[C@H]2[C@@H](CO)O1)c1ccccc1
  TcdB inh: 0.2
C[C@H](CO)N1C[C@H](C)[C@H](CN(C)Cc2ccc(-c3ccccc3)cc2)Oc2ccc(NC(=O)Cc3cn(C)c4ccccc34)cc2CC1=O
  TcdB inh: 0.2
COCC(=O)Nc1ccc2c(c1)OC[C@H](C)N(Cc1cccc(F)c1)C[C@H](C)[C@H](OC)CN(C)C2=O
  TcdB inh: -0.8
O=C(C[C@@H]1CC[C@H]2[C@@H](COC[C@@H](O)CN2Cc2ccccc2F)O1)N[C@H]1CCN(Cc2ccccc2)C1
  TcdB inh: 0.7
COC(=O)c1ccc(CN2CC(=O)N3[C@H](CO)[C@H](c4ccc(Br)cc4)[C@H]3C2)cc1
  TcdB inh: 1.2
C[C@@H]1CN([C@@H](C)CO)C(=O)c2cc(NC(=O)Nc3cccc4ccccc34)ccc2O[C@H]1CN(C)C
  TcdB inh: -4.8
CC(=O)N1[C@@H]2c3ccc(-c4ccccc4F)c(=O)n3C[C@H]1[C@H](CO)[C@H]2C(=O)NC1CCC1
  TcdB inh: -0.2
COc1cccc(S(=O)(=O)N[C@H]2C=C[C@H](CC(=O)NCc3ccccc3)O[C@H]2CO)c1
  TcdB inh: -0.5

4 neighbouring compounds from above, for reference:
CC(C)NC(=O)N1CCCCN2[C@H](CO)[C@@H](c3ccc(C#Cc4ccccc4)cc3)[C@H]2C1
  TcdB inh: 1.4
C[C@@H](NC(=O)C[C@@H]1C[C@H]2c3cc(NC(=O)C4CCC4)ccc3O[C@H]2[C@@H](CO)O1)c1ccccc1
  TcdB inh: 0.2
C[C@H](CO)N1C[C@H](C)[C@H](CN(C)Cc2ccc(-c3ccccc3)cc2)Oc2ccc(NC(=O)Cc3cn(C)c4ccccc34)cc2CC1=O
  TcdB inh: 0.2
COCC(=O)Nc1ccc2c(c1)OC[C@H](C)N(Cc1cccc(F)c1)C[C@H](C)[C@H](OC)CN(C)C2=O
  TcdB inh: -0.8

(cont.)
COc1ccc(NC(=O)Nc2ccc3c(c2)CC(=O)N([C@H](C)CO)C[C@H](C)[C@H](CN(C)S(C)(=O)=O)O3)cc1
  TcdB inh: -2.5
COc1ccccc1CN(C)C[C@@H]1OCc2cn(nn2)CCCC(=O)N([C@H](C)CO)C[C@H]1C
  TcdB inh: 0.6
Cc1noc(C)c1NC(=O)Nc1ccc2c(c1)CC(=O)N([C@H](C)CO)C[C@H](C)[C@@H](CN(C)CC1CCCCC1)O2
  TcdB inh: -0.2
[N-]=[N+]=NCCNC(=O)Nc1ccccc1
  TcdB inh: -0.4
O=C1CC[C@@H]2c3[nH]c4ccccc4c3CCN12
  TcdB inh: -0.5
C[C@H](CO)N1C[C@H](C)[C@@H](CN(C)CC2CCCCC2)Oc2ccc(NC(=O)Cc3cn(C)c4ccccc34)cc2CC1=O
  TcdB inh: 0.7
COc1cccc(C#Cc2ccc3c(c2)O[C@H](CN(C)C(=O)CN2CCOCC2)[C@H](C)CN([C@H](C)CO)S3(=O)=O)c1
  TcdB inh: 0.6
C[C@@H]1CN([C@H](C)CO)C(=O)c2cccc(NC(=O)c3ccncc3)c2O[C@@H]1CN(C)Cc1ccccc1
  TcdB inh: 0.2
C[C@@H]1CN([C@@H](C)CO)C(=O)c2cc(NC(=O)Nc3cccc4ccccc34)ccc2O[C@H]1CN(C)S(=O)(=O)c1ccccc1
  TcdB inh: -1.6
COc1ccccc1-c1ccc2n(c1=O)C[C@H]1[C@H](CO)[C@@H](C(=O)NCc3ccccn3)[C@@H]2N1C
  TcdB inh: -0.2
CCCC(=O)Nc1ccc2c(c1)OC[C@@H](C)N(C(C)=O)C[C@H](C)[C@H](OC)CN(C)C2=O
  TcdB inh: -0.2
CN(C)C(=O)c1ccc(-c2ccc([C@@H]3[C@@H](CO)N4C(=O)CN(C(=O)CC5CC5)C[C@@H]34)cc2)cc1
  TcdB inh: -0.6
